RAD54 branch – blocks human RAD54 Holliday junction branch migration; Q92698; FAM/BHQ fluorescence; inhibition, % at 10.4 µM; 360,000 compounds, 0.14% hits;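 active = mean normalized replicate activity at least 40 and at least half of replicates scoring 40 or more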;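 also: 0% = median of neutral control wells and 100% = median of positive control wells; inhibitors cause a drop in the FAM fluorescence signal; in these data hits start at about 50%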
Target sequence (Q92698 whole entry, looked up): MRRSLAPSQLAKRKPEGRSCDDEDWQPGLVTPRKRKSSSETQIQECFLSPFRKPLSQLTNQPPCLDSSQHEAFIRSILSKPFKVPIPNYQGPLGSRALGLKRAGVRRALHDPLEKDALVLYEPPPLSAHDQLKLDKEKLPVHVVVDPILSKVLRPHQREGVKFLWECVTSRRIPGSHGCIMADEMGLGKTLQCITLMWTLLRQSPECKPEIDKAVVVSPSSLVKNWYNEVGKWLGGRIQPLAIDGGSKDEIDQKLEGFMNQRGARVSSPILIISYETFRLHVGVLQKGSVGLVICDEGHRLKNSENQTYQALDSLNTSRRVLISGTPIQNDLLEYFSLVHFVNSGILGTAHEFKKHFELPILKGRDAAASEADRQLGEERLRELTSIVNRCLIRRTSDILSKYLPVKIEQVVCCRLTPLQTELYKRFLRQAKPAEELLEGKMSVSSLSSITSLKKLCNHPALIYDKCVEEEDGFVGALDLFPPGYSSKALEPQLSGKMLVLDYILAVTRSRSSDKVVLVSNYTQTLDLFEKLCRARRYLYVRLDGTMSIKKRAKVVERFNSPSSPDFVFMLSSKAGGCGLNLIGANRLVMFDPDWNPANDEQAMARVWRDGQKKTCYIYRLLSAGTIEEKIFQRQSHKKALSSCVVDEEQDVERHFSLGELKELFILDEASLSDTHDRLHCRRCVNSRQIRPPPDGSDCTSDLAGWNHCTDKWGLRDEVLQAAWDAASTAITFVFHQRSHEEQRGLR
Starred values were filed as active, the others as inactive. An excerpt; rates above refer to the full screens.

SMILES | RAD54 branch
COc1cccc(N(C(=O)c2cnccn2)C(C(=O)NC2CCCCC2)c2ccc(Cl)cc2)c1 (configuration not stated) | 2.8
COc1ccc(-c2nc(N)ncc2Oc2ccccc2Br)c(O)c1 | -3.2
CCCn1c(SCC(=O)Nc2ccc3c(c2)OCCO3)nnc1-c1ccco1 | 14.3
O=C1C2Sc3[nH]c(=O)sc3C(c3ccccc3)C2C(=O)N1c1ccc(Cl)cc1 (configuration not stated) | 6.3
Cc1ccc(C(=O)OCC(=O)Nc2ccc3c(c2)OCO3)o1 | 15.3
O=C(COc1cc(Cl)c(Cl)cc1Cl)Nc1ccncc1 | 12.3
OCCCN1c2ccccc2Nc2nnc(-c3ccccc3)cc21 | 10.0
COc1ccc(NC(=O)CN2CCN(C(=O)c3ccco3)CC2)c(OC)c1 | -4.0
CCCn1c(/N=C/c2cc(OC)ccc2O)nc2ccccc21 | 2.7
COc1ccccc1CCN1C(=S)NC(C)(C)CC1(C)O (configuration not stated) | -7.0
O=C(Nc1ccc(Cl)cc1)NC1CCCCC1Cc1ccco1 (configuration not stated) | -1.5
CCn1nc(C(=O)N2CCc3ccccc3C2)c2ccccc2c1=O | 29.6
CCC(C)(C)n1nnnc1CN1CCC(c2nc3ccc(C)cc3[nH]2)CC1 | -0.9
COc1cc2nc(SCC(=O)NCCc3ccccc3)n(Cc3ccco3)c(=O)c2cc1OC | -7.3
COc1ccc(OC)c(/C=N/N(C)c2ccccc2)c1 | -10.8
Cc1cccc(OCC(O)CNC(=O)c2ccccc2C(=O)O)c1 (configuration not stated) | -5.1
O=C1NC(=O)/C(=C\c2ccc(Sc3ccc(Cl)cc3)o2)N1 | -6.9
CC(/C=C/c1ccccc1)=N\NC(N)=S | 6.7
CC(=O)c1ccc(N2CCN(c3ncc(C(F)(F)F)cc3Cl)CC2)cc1 | 1.6
COc1ccc(S(=O)(=O)NCCCCNS(=O)(=O)c2ccc(OC)cc2)cc1 | 3.3
CC(C)CC(=O)c1c[nH]c(C(=O)NCC2CCCO2)c1 (configuration not stated) | 6.5
CCN(CC)CCCNc1nnc(C)c(=O)[nH]1 | -24.3
CCCn1nc(Oc2nc(NCC)nc(NCC)n2)ccc1=O | -2.5
Cn1c(=O)c2c(nc(N3CCOCC3)n2CCNC2=NCCC2)n(C)c1=O | -0.5
O=C1NC(c2ccccc2)(C(F)(F)F)SC2=CCCCCN12 (configuration not stated) | 0.0

Further compounds:
SMILES | RAD54 branch
O=C(c1ccc2c(c1)OCO2)N(c1ccccc1)C1C=CS(=O)(=O)C1 (configuration not stated) | -0.3
Cc1ccc(OCC(=O)NCCN2CCCC2)cc1 | 5.1
COc1cccc(C=NCCNC(=O)c2nonc2N)c1O | -3.5
Cc1ccc(OCC(=O)Nc2ccccc2-c2ccccc2)cc1 | 6.4
Cn1c(Cc2ccccc2)nnc1SCC(=O)N1CCCCC1 | -2.9
Cc1ccc(Nc2nnc(SCc3ccccc3)s2)cc1 | 9.9
Cc1ccc(C(=O)Oc2cccc(NC(=O)c3cccs3)c2)cc1S(=O)(=O)N1CCOCC1 | 11.9
O=C(CCn1c(=O)oc2ccccc21)Nc1nccs1 | 0.5
Cc1nc2cc(NC(=O)COc3ccc(C#N)cc3)ccc2n1-c1ccccc1 | 10.1
c1ccc(-c2nc[nH]c2-c2ccccc2)cc1 | -0.5
Cc1ccc(-c2nn3c(C)nnc3s2)cc1NCc1c(F)cccc1Cl | -2.0
Cc1ccc(C(=O)Nc2ccccc2C(=O)NCc2ccco2)cc1S(=O)(=O)N1CCCCC1 | 9.3
CC(C)CCn1c(CN2CCN(Cc3ccccc3)CC2)nc2c1c(=O)n(C)c(=O)n2C | -15.8
CCOC(=O)c1ccc(N=C2C(=S)N(c3ccc(C(=O)OCC)cc3)C(=N)N2/N=C/c2ccccc2)cc1 | -1.2
O=C(c1ccccc1)n1nnc2ccccc21 | 2.5
CC1=C(C(=O)Nc2ccc(C)cc2)C(c2ccc(N(C)C)cc2)NC(=O)N1 (configuration not stated) | 5.2
CCN1C(=O)/C(=C\N2CCOCC2)SC1=S | -0.4
CCOc1ccc2nc(NC(=O)C(CCSC)NS(=O)(=O)c3cccs3)sc2c1 (configuration not stated) | 4.6
N#CC(C(=O)Nc1cccc(Cl)c1)=C1Nc2ccccc2N1 | 2.4
CC(CN1CCCCC1)OC(=O)c1ccc2c(c1)OCO2 (configuration not stated) | -6.0
CC(c1ccccc1)n1cc(C(=O)NCc2ccccn2)nn1 (configuration not stated) | 2.8
COCCCNc1nc2c(c(=O)n(C)c(=O)n2C)n1Cc1cccc(OC)c1 | 8.6
OC1CCCN(Cc2cccc3ccccc23)C1 (configuration not stated) | -1.1
CC(C)(C)c1ccc(C(=O)N2CCC(C(=O)NCc3ccncc3)CC2)cc1 | -14.2
CC(=O)OCP(C)(=O)COC(C)=O | -6.0

Quoted at random: seven compounds from above
SMILES | RAD54 branch
O=C(c1ccc2c(c1)OCO2)N(c1ccccc1)C1C=CS(=O)(=O)C1 (configuration not stated) | -0.3
CC1=C(C(=O)Nc2ccc(C)cc2)C(c2ccc(N(C)C)cc2)NC(=O)N1 (configuration not stated) | 5.2
N#CC(C(=O)Nc1cccc(Cl)c1)=C1Nc2ccccc2N1 | 2.4
Cc1ccc(C(=O)Nc2ccccc2C(=O)NCc2ccco2)cc1S(=O)(=O)N1CCCCC1 | 9.3
CCOc1ccc2nc(NC(=O)C(CCSC)NS(=O)(=O)c3cccs3)sc2c1 (configuration not stated) | 4.6
Cc1ccc(C(=O)Oc2cccc(NC(=O)c3cccs3)c2)cc1S(=O)(=O)N1CCOCC1 | 11.9
c1ccc(-c2nc[nH]c2-c2ccccc2)cc1 | -0.5

Further compounds
SMILES | RAD54 branch
CSCc1c(C(=O)NC2CCCc3ccccc32)oc2ccccc12 (configuration not stated) | 10.0
COc1ccc(N=C2SC(C(N)=O)CC(=O)N2CCc2ccc(OC)c(OC)c2)cc1 (configuration not stated) | 0.1
O=C(NCc1ccc2c(c1)OCO2)c1cc([N+](=O)[O-])ccc1N1CCOCC1 | 0.1
CS(=O)(=O)N1CCN(C(=O)c2ccncc2)CC1 | -1.7
CCCCCCCCCOC(=O)C[n+]1csc(CCO)c1C | 6.3
CCCCC(CCC(=O)Nc1nccs1)C(=O)O (configuration not stated) | -7.2
CCCN(CCC)c1nc2ccccc2nc1C(C#N)C(=O)OCCOC (configuration not stated) | -14.9
COc1ccc(C(C)N2CC34C=CC(O3)C(C(=O)OCC(C)C)C4C2=O)cc1 (configuration not stated) | -31.0
CC(N=Cc1cccc(O)c1O)c1ccccc1 (configuration not stated) | -0.6
CC1CCN(c2cc(N3CCOCC3)c([N+](=O)[O-])cc2F)CC1 | 8.5
COc1ccc(CCNC(=O)CCS(=O)(=O)c2ccc(C)cc2)cc1OC | 0.3
COc1ccc(-c2noc(CCC(=O)NCCCN3CCC(Cc4ccccc4)CC3)n2)cc1 | -0.2
O=C(O)C1CC(=O)N(CCc2ccccc2)C1 (configuration not stated) | -12.4
Cc1cc(=O)n2nc(N3CCCC(C(=O)N4CCOCC4)C3)sc2n1 (configuration not stated) | 6.9
COc1ccc(CNC(=O)c2ccc(NC(=O)C3CCCO3)cc2)cc1 (configuration not stated) | 7.0
O=C(C1CCN(S(=O)(=O)c2cccc3nsnc23)CC1)N1CCCc2ccccc21 | 17.2
C/C(Cl)=C/Cn1c(NCCCn2ccnc2)nc2c1c(=O)[nH]c(=O)n2C | -3.0
Cc1nnc2sc(-c3ccc(NC(=O)CSc4ccc(Cl)cc4)cc3)nn12 | -1.2
COc1ccc(S(=O)(=O)NC(C)(C)C)cc1-c1nnc2c3ccccc3c(C)nn12 | -5.5
CCOCCCN(C(=O)Cn1nnc2ccccc21)C(C(=O)NCc1ccco1)c1ccncc1 (configuration not stated) | -8.2
O=C(Nc1cccc(-c2nc3ncccc3o2)c1)c1ccco1 | -7.8
CCCCc1nc(SCC(=O)Nc2ccc(S(N)(=O)=O)cc2)n[nH]1 | -8.2
COc1ccc(Cn2nnnc2C(c2ccccc2)N2CCN(C3CCCC3)CC2)cc1 (configuration not stated) | -0.1
CC1CC(C)CN(c2ncc3c(n2)CC(c2ccccc2Cl)CC3=O)C1 (configuration not stated) | -6.8
Cc1ccc(CN2CCN(CC3CC4C=CC3C4)CC2)cc1 (configuration not stated) | 0.2

Arranged by count of non-hydrogen atoms (ascending): some entries from above
SMILES | RAD54 branch
CCCCCCCCCOC(=O)C[n+]1csc(CCO)c1C | 6.3
CC1CCN(c2cc(N3CCOCC3)c([N+](=O)[O-])cc2F)CC1 | 8.5
Cc1nnc2sc(-c3ccc(NC(=O)CSc4ccc(Cl)cc4)cc3)nn12 | -1.2

Going on with the list.
SMILES | RAD54 branch
O=C1CC(c2cccs2)CC2=C1C(c1ccccc1)n1ncnc1N2 (configuration not stated) | 1.9
CCOC(=O)C[n+]1c(C)sc2ccc(OC)cc21 | -3.2
COc1ccc(CC(=O)OCc2cc3ccc(C)cc3[nH]c2=O)cc1 | -8.9
Cc1cccc(OCC(O)Cn2c(=N)n(CCN3CCCCC3)c3ccccc32)c1 (configuration not stated) | 5.4
CCOc1ccc(NC(=O)c2cc3cc4ccc(OC)cc4nc3o2)cc1 | 2.7
CCCCCCn1c(C)nc2c(c1=O)c1nc3ccccc3nc1n2/N=C/c1ccco1 | 5.3
COc1ccccc1NC(=O)CN1CCN(CC(=O)Nc2ccc3c(c2)OCO3)CC1 | -4.2
O=C(NCc1cccnc1)c1cccc(F)c1 | -5.1
CC(C)NC(=O)N1CCN(c2ccncc2S(=O)(=O)N2CCOCC2)CC1 | 0.7
CCC(C)C(NC(=O)[C@@H](NC(=O)c1ccccc1F)C(C)C)C(=O)OC (some centres not stated) | 6.2
N#Cc1c(-c2ccco2)cc(-c2ccccn2)nc1N | 3.6
Cc1ccc(SCc2cc(=O)n3[nH]c(C)nc3n2)cc1 | 4.0
CC(=Nc1ccc2c(c1)nc(CO)n2C)C1=C(O)CC(C)(C)CC1=O | -0.6
CCOC(=O)Cn1c(=O)c2c(nc3n2CCS3)n(C)c1=O | -7.6
Cc1cccc(/C=N/n2c(C)cc(C)c(C#N)c2=O)c1 | -8.3
O=C(CN1CCN(c2ccccn2)CC1)N1c2ccccc2Sc2ccc(C(F)(F)F)cc21 | 5.0
Cn1c(=O)c2c(nc(SCc3cccnc3)n2Cc2ccccc2)n(C)c1=O | -1.6
CCOC(=O)c1[nH]cnc1C(=O)Nc1ccccn1 | 14.2
CC(=O)NCCn1c(SCC(=O)c2ccccc2)nc2ccccc2c1=O | 10.0
O=C1CC(c2cccc(Cl)c2)C(n2cncn2)C(=O)C1C1NCCc2ccccc21 (configuration not stated) | 11.5
COc1cc(/C=C2/N=C(C3CCCCC3)OC2=O)cc(OC)c1OC | 0.5
CCOC(=O)NCc1ccc(S(=O)(=O)Nc2ccc(C)cc2)cc1 | -3.7
COc1ccc(NC2=CC(=O)CC(c3ccccc3)C2)c(OC)c1 (configuration not stated) | -2.9
C#CCOC(=O)Nc1cccn(Cc2c(Cl)cccc2Cl)c1=O | 4.9
O=[N+]([O-])CC1(n2nc3ccccc3n2)CCCCC1 | -3.3

Following part:
SMILES | RAD54 branch
Cc1c(C(=O)OCc2ccccc2)[nH]c2c1C(=O)CC(c1ccco1)C2 (configuration not stated) | 2.0
CC1CCc2c(sc3nc(SCC(=O)NCc4ccco4)nc(N)c23)C1 (configuration not stated) | -8.2
CC(C)Cc1nc2sc3c(NCc4ccco4)ncnc3c2c2c1COC(C)(C)C2 | 7.1
CCOc1ccccc1NC(=O)c1ccccc1N(C)S(C)(=O)=O | 1.9
COc1cc(NC(=O)c2ccccc2)c(OC)cc1NC(C)=O | -5.4
Cc1cccc(NC(=O)CSc2nnc(-c3ccccc3C)o2)c1 | -3.4
CSC(=NNC(=O)c1ccc(O)cc1)SC | -0.8
COc1ccc(N2CCN(C(=N)/C(C(C)=O)=C(\C)O)CC2)cc1 | 5.5
CCN1C(=O)C(C)S/C1=N\S(=O)(=O)c1ccc(Cl)s1 (configuration not stated) | -3.6
N#CC1(P(=O)(c2ccccc2)c2ccccc2)CC1 | -2.3
Cc1ccnc(-n2sc3ccccc3c2=O)n1 | -12.7
Cc1sc(NC(=O)CN2CCOCC2)c(C(=O)c2ccccc2)c1C | -13.6
Clc1ccc(Cn2c(-c3cccnc3Cl)nc3ccccc32)c(Cl)c1 | -3.8
CC1CCCCC1NC(=O)C(=O)NCC1CCCO1 (configuration not stated) | 4.7
CC(C)(C)Cc1nc2ccccc2n1CCc1ccccc1 | -11.6
CCCCCCCCC(=O)Nc1cc(C)ccc1OC | -6.2
O=C(NCCCn1ccnc1)c1cccnc1 | -7.8
CCC(=O)N1c2ccccc2NC2=C(C(=O)CCC2)C1c1ccc(N(C)C)cc1 (configuration not stated) | 1.8
CC(C)NC(=O)CN1C(=O)NC(CCc2ccccc2)C1=O (configuration not stated) | 4.9
CCCCn1c(=O)c(C(=O)c2ccccc2)nc2ccccc21 | -2.7
Cc1ccc(S(=O)(=O)NC2CCCc3ccccc32)cc1C (configuration not stated) | -4.8
CCOCCOc1nc2c(c(=O)n(C)c(=O)n2C)n1CCc1ccccc1 | -6.8
c1ccc(CN2CCN(c3nc4ccccc4c4ccccc34)CC2)cc1 | 10.8
COc1ccc(NC(=O)C2CCCN2C(=O)Nc2ccccc2)cc1OC (configuration not stated) | -0.1
O=C(Oc1ccc2c(=O)c(Oc3ccc4ccccc4c3)coc2c1)c1ccco1 | -1.5
COc1ccc(-c2cc(=O)[nH]c(NCc3ccccc3)n2)cc1 | -4.8

An excerpt of these results, tab-delimited:
Molecule	RAD54 branch
O=C1C2Sc3[nH]c(=O)sc3C(c3ccccc3)C2C(=O)N1c1ccc(Cl)cc1 (configuration not stated)	6.3
Cc1ccc(C(=O)OCC(=O)Nc2ccc3c(c2)OCO3)o1	15.3
O=C(COc1cc(Cl)c(Cl)cc1Cl)Nc1ccncc1	12.3
OCCCN1c2ccccc2Nc2nnc(-c3ccccc3)cc21	10.0
COc1ccc(NC(=O)CN2CCN(C(=O)c3ccco3)CC2)c(OC)c1	-4.0

Entries shown so far with a CF3 group (3):
SMILES | RAD54 branch
CC(=O)c1ccc(N2CCN(c3ncc(C(F)(F)F)cc3Cl)CC2)cc1 | 1.6
O=C1NC(c2ccccc2)(C(F)(F)F)SC2=CCCCCN12 (configuration not stated) | 0.0
O=C(CN1CCN(c2ccccn2)CC1)N1c2ccccc2Sc2ccc(C(F)(F)F)cc21 | 5.0

Screens deposited in PubChem BioAssay by Broad Institute.
